High-throughput results from PubChem.
MKP-3 inhibition: MKP-3 phosphatase inhibitors, primary screen, biochemical, rat enzyme, in vitro (AID 425). recombinant MKP-3 phosphatase activity, fluorescence; higher % means a stronger effect. inhibition, % at 20 µM, or IC50 in µM where a hit was titrated. 0.17% of 110,000 active; in the data active = inhibition above about 50%;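 note: plate controls were vehicle for no effect and reference inhibitor for full effect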
Hsp70 displacement: Hsp70 inhibitors, probe displacement, primary screen, biochemical, fluorescence polarization (AID 583) | Heat shock 70 kDa protein 1A (Homo sapiens) | Hsp70 fluorescence polarization probe displacement, mP; higher % means a stronger effect | one-dose displacement, % at 20 µM; IC50 in µM for titrated hits | 0.06% of 140,000 active; in the data active = displacement above about 50%;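 note: plate controls were vehicle for no effect and reference ligand for full effect; a part of the inactive calls stands beside numbers as strong as those of hits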
Numbers without * were called inactive. A portion of the library (hit frequency here may not be typical).

For CCOC(=O)c1cc(-c2ccc(/C=N\n3cnnc3)o2)ccc1Cl the results were MKP-3 inhibition -9% and Hsp70 displacement 2.7%.
Screening O=C(O)c1cccc(CN2C(=O)SC(Nc3ccccc3)C2=O)c1 (stereo not drawn) returned MKP-3 inhibition 5% and Hsp70 displacement -3.6%.
C#CCn1cc[n+](CC(=O)N(C)C)c1 was read as MKP-3 inhibition -4% and Hsp70 displacement 0.9%.
Screening CCOc1ccc(C(=O)N2CCCCCC2)cc1 returned MKP-3 inhibition -24% and Hsp70 displacement 5.0%.
COc1ccc(C2/C(=C(/O)c3ccccc3)C(=O)C(=O)N2CC2CCCO2)c(OC)c1 (stereo not drawn) was read as MKP-3 inhibition -1% and Hsp70 displacement -5.1%.
Screening CCCOc1ccc(C(=O)Nn2c(C)nc3ccccc3c2=O)cc1 returned MKP-3 inhibition 5% and Hsp70 displacement 4.2%.
For COc1ccc(N2C(=O)C3CCCN3C2c2cccc(Br)c2)cc1 (stereo not drawn) the results were MKP-3 inhibition -12% and Hsp70 displacement -2.4%.
COc1ccc2[nH]c(C)c(CCN3C(=O)OC(C)(C)C3(C)O)c2c1 (stereo not drawn) was read as MKP-3 inhibition -6% and Hsp70 displacement -4.0%.
`COc1cccc(OC)c1C(=O)Nc1ccc(-c2ccc(NC(=O)c3c(OC)cccc3OC)c(Cl)c2)cc1Cl` gave MKP-3 inhibition -1% and Hsp70 displacement 1.6%.
For CCOC(=O)CC(=O)Nc1ccc(C)cc1 the results were Hsp70 displacement -1.7%.
Screening O=C(COc1ccc(Cl)cc1Cl)n1cc([N+](=O)[O-])cn1 returned MKP-3 inhibition 4% and Hsp70 displacement -1.4%.
`COc1ccccc1NC(=O)c1cc(Nc2ccc(F)c(F)c2)nc2ccccc12` gave MKP-3 inhibition 5% and Hsp70 displacement 5.9%.
Cc1cc(C)n(C(=O)c2cc3ccccc3c(=O)o2)n1 was read as MKP-3 inhibition -3% and Hsp70 displacement -3.8%.
Cc1ccc(S(=O)(=O)N(C)CC(=O)NCc2ccncc2)cc1 was read as Hsp70 displacement -6.7%.
For CC(NC(=O)Nc1ccccc1)C(c1cccs1)N1CCN(C)CC1 (stereo not drawn) the results were MKP-3 inhibition -6% and Hsp70 displacement 8.5%.
Screening O=C(CSc1nc2ccc(NC(=O)c3ccc(Cl)cc3Cl)cc2s1)NC1CCCCC1 returned MKP-3 inhibition -2% and Hsp70 displacement -1.7%.
CC(C)C(c1nnnn1C1CCCC1)N1CCCc2ccccc21 (stereo not drawn) was read as MKP-3 inhibition -8% and Hsp70 displacement -0.1%.
`COc1ccc(Nc2ncc3c(n2)CC(c2ccc(OC)cc2)CC3=O)cc1` (stereo not drawn) gave MKP-3 inhibition -8% and Hsp70 displacement -0.7%.
`CC(C)(C)c1cc(Br)ccc1OCC(=O)Nc1ncn[nH]1` gave MKP-3 inhibition 4% and Hsp70 displacement 2.0%.
For CCC1Oc2ccc(C)cc2N(CC(=O)N(Cc2ccc3c(c2)OCO3)CC2CCCO2)C1=O (stereo not drawn) the results were MKP-3 inhibition -13% and Hsp70 displacement -1.7%.
`CCC(=O)N(CCC1(c2ccc(F)cc2)CCOC(C)(C)C1)Cc1ccc(OC)c(OC)c1` (stereo not drawn) gave MKP-3 inhibition 0% and Hsp70 displacement 2.3%.
For O=C(c1ccc(CS(=O)(=O)c2ccc(Br)cc2)o1)N1CCN(c2ncccn2)CC1 the results were MKP-3 inhibition 0% and Hsp70 displacement 5.6%.
`COc1ccccc1C(=O)NNC(=O)COc1ccccc1Cl` gave MKP-3 inhibition 4% and Hsp70 displacement -2.3%.
CCOC(=O)N1CCN(c2c(Nc3ccc4c(c3)OCCO4)c(=O)c2=O)CC1 was read as MKP-3 inhibition -2% and Hsp70 displacement -1.0%.
For O=C(CN1CCOCC1)Nc1nc2ccc(F)cc2s1 the results were Hsp70 displacement -6.2%.
Screening COc1ccc(-c2noc(CN3CCC(Cc4ccccc4)CC3)n2)cc1 returned MKP-3 inhibition -16% and Hsp70 displacement -1.2%.
`CCCc1c(O)nc(SCCN(CC)CC)[nH]c1=O` gave Hsp70 displacement 3.0%.
COc1ccc(C(CC(=O)O)c2ccccc2)cc1 (stereo not drawn) was read as MKP-3 inhibition 0% and Hsp70 displacement 3.0%.
`N#C/C(=C\c1cc2c(cc1[N+](=O)[O-])OCO2)C(=O)Nc1cccc(Br)c1` gave MKP-3 inhibition 5% and Hsp70 displacement 3.0%.
COc1cccc(C(c2sc3ncnn3c2O)N2CCN(C(=O)c3ccco3)CC2)c1 (stereo not drawn) was read as MKP-3 inhibition -4% and Hsp70 displacement 6.4%.
For CCOC(=O)c1nnn(-c2nonc2N)c1COc1cc(C)c(Cl)c(C)c1 the results were MKP-3 inhibition 2% and Hsp70 displacement 1.2%.
For COC(=O)c1cc(-c2cccc(Br)c2)nc2ccccc12 the results were MKP-3 inhibition 5% and Hsp70 displacement -4.4%.
Screening CC1CCCCC1NC(=O)c1cncc(Br)c1 (stereo not drawn) returned MKP-3 inhibition -5% and Hsp70 displacement 6.5%.
CCc1ccccc1NC(=O)CSc1nc2n[nH]c(C)c2c(=N)n1-c1ccc(OC)cc1 was read as MKP-3 inhibition 4% and Hsp70 displacement 0.4%.
Screening O=C(NCC1CCCO1)c1cc2c(s1)CS(=O)(=O)C2 (stereo not drawn) returned MKP-3 inhibition -7% and Hsp70 displacement 1.5%.
Screening Cc1cccc(NC(=O)C(=O)NCCCOC(C)C)c1 returned MKP-3 inhibition 4% and Hsp70 displacement -4.0%.
CS(=O)(=O)N1CCN(C2CCC(c3ccccc3)CC2)CC1 (stereo not drawn) was read as MKP-3 inhibition -5% and Hsp70 displacement 4.0%.
For Cn1c(Cn2nnc3ccccc32)nnc1SCC(=O)N1c2ccccc2Sc2ccccc21 the results were MKP-3 inhibition 3% and Hsp70 displacement 1.4%.
Screening N#Cc1cc2c(N)c(C(N)=O)sc2nc1N returned MKP-3 inhibition 1% and Hsp70 displacement 0.1%.
Screening c1ccc(Cn2c(SCc3nc4ccccc4s3)nnc2-c2ccco2)cc1 returned MKP-3 inhibition 0% and Hsp70 displacement -0.8%.
For O=C(N/N=C/c1ccc(-c2ccccc2[N+](=O)[O-])o1)c1ccc([N+](=O)[O-])cc1 the results were MKP-3 inhibition 13% and Hsp70 displacement 9.4%.
CC(C)(O)C#Cc1ccc(C(=O)N2CCN(C(=O)c3ccc(C#CC(C)(C)O)cc3)CC2)cc1 was read as MKP-3 inhibition 4% and Hsp70 displacement -3.2%.
CCSc1nnc([C@H](C)NC(=O)OC(C)(C)C)o1 was read as MKP-3 inhibition -5% and Hsp70 displacement -0.1%.
COc1ccccc1NC(=O)C1=C(C)Nc2nc(-c3ccccc3)nn2C1c1ccccn1 (stereo not drawn) was read as Hsp70 displacement -4.6%.
Screening O=C(c1ccc2snnc2c1)N1CCCC1 returned MKP-3 inhibition -14% and Hsp70 displacement 3.2%.
For CC(C)Cn1c(CNC(=O)c2ccccc2)nc2ccccc21 the results were MKP-3 inhibition 4% and Hsp70 displacement 4.6%.
`COC(=O)C(C(=O)OC)C1=C/C(=N/S(=O)(=O)c2ccc(C)cc2)c2ccccc2C1=O` gave MKP-3 inhibition 2% and Hsp70 displacement 1.3%.
`CC(=O)C1C(c2ccccc2OC(F)F)NC(=O)NC1(O)C(F)(F)F` (stereo not drawn) gave MKP-3 inhibition 13% and Hsp70 displacement -5.3%.
`COc1ccc(OC)c(NC(=O)CN(c2ccc(OC)c(Cl)c2)S(C)(=O)=O)c1` gave MKP-3 inhibition -11% and Hsp70 displacement 1.8%.
Cc1cc2cc3c(cc2nc1SCC(=O)N1c2ccccc2CC1C)OCO3 (stereo not drawn) was read as Hsp70 displacement 6.9%.
Screening CCN(C(=O)CN1CCN(c2ccc(O)cc2)CC1)c1c(N)n(Cc2ccccc2)c(=O)[nH]c1=O returned MKP-3 inhibition -2% and Hsp70 displacement 2.1%.
For CSCCC(NS(=O)(=O)c1ccc2c(c1)OCCO2)C(=O)NCCc1ccccn1 (stereo not drawn) the results were MKP-3 inhibition -6% and Hsp70 displacement -1.3%.
For O=C(/C=N/O)NCCCn1ccnc1 the results were MKP-3 inhibition 1% and Hsp70 displacement -5.6%.
`O=C(NCc1ccccc1)c1ccc(CN2CCOCC2)cc1` gave MKP-3 inhibition -5% and Hsp70 displacement 0.1%.
Screening CCc1ccc(NC(=O)c2cc(C(C)C)on2)cc1 returned MKP-3 inhibition -2% and Hsp70 displacement -3.9%.
CCOC(=O)C1=C(C)N=C2SCC(=O)N2C1c1ccc(OC)c2ccccc12 (stereo not drawn) was read as MKP-3 inhibition 0% and Hsp70 displacement 1.0%.
Cc1cc(C(=O)N/N=C/c2ccc(-c3cccc(C(=O)O)c3)o2)n[nH]1 was read as MKP-3 inhibition 2% and Hsp70 displacement -0.3%.
COc1ccc(-c2nc(N)n[nH]2)cc1 was read as Hsp70 displacement 2.3%.
`Cc1ccsc1C(C(=O)NC1CCCCC1)N(C(=O)Cc1cccs1)C1CC1` (stereo not drawn) gave MKP-3 inhibition -12% and Hsp70 displacement 11%.
For O=C(Nc1ccc(-c2nc3ccccc3s2)cc1)c1ccc(Br)o1 the results were MKP-3 inhibition 4% and Hsp70 displacement -0.1%.

In the list so far, 2 contain a cyano group:
`N#C/C(=C\c1cc2c(cc1[N+](=O)[O-])OCO2)C(=O)Nc1cccc(Br)c1` gave MKP-3 inhibition 5% and Hsp70 displacement 3.0%.
Screening N#Cc1cc2c(N)c(C(N)=O)sc2nc1N returned MKP-3 inhibition 1% and Hsp70 displacement 0.1%.

The listing picks up with the 5 entries that preceded the break.
CCOC(=O)C1=C(C)N=C2SCC(=O)N2C1c1ccc(OC)c2ccccc12 (stereo not drawn) was read as MKP-3 inhibition 0% and Hsp70 displacement 1.0%.
Cc1cc(C(=O)N/N=C/c2ccc(-c3cccc(C(=O)O)c3)o2)n[nH]1 was read as MKP-3 inhibition 2% and Hsp70 displacement -0.3%.
COc1ccc(-c2nc(N)n[nH]2)cc1 was read as Hsp70 displacement 2.3%.
`Cc1ccsc1C(C(=O)NC1CCCCC1)N(C(=O)Cc1cccs1)C1CC1` (stereo not drawn) gave MKP-3 inhibition -12% and Hsp70 displacement 11%.
For O=C(Nc1ccc(-c2nc3ccccc3s2)cc1)c1ccc(Br)o1 the results were MKP-3 inhibition 4% and Hsp70 displacement -0.1%.
Screening O=C(NN=C1CCCC1)C(=O)NC1CCCCC1 returned MKP-3 inhibition 0% and Hsp70 displacement -4.0%.
For O=C(OC1CCCCC1)c1ccc(NS(=O)(=O)c2ccc([N+](=O)[O-])cc2)cc1 the results were MKP-3 inhibition 0% and Hsp70 displacement 0.9%.
CCOc1cc(C2C(C(=O)N3CCCCC3)=C(C)NC3=C2C(=O)CCC3)cc(Br)c1O (stereo not drawn) was read as MKP-3 inhibition 4% and Hsp70 displacement 4.2%.
Screening CC(C)C1N=C2c3ccccc3N=C(SCc3cc(=O)n4ccccc4n3)N2C1=O (stereo not drawn) returned MKP-3 inhibition -9% and Hsp70 displacement 0.1%.
For COc1ccc(C2CC(c3ccc(C)cc3)Nc3nc(N)nn32)cc1 (stereo not drawn) the results were MKP-3 inhibition -2% and Hsp70 displacement -2.2%.
For CCOc1ccc(S(=O)(=O)N(CC(=O)Nc2cccnc2)c2ccc(C)cc2)cc1 the results were MKP-3 inhibition 0% and Hsp70 displacement -1.4%.
`Cc1nc(CN2CCN(C(=O)c3ccc(Br)cc3)CC2)cs1` gave MKP-3 inhibition -10%.
For O=c1/c(=C\c2ccc(-c3cccc(Cl)c3)o2)sc2nc3ccccc3n12 the results were MKP-3 inhibition 0% and Hsp70 displacement -6.1%.
`C=CCN1C(=O)/C(=C\c2ccc(OCC)cc2)C(=O)NC1=S` gave MKP-3 inhibition 3% and Hsp70 displacement -0.5%.
For Cc1ccc2[nH]c3c(c2c1)CCCC3=O the results were Hsp70 displacement -2.8%.
COCCNC(=O)CS(=O)Cc1nc(-c2ccc(OC)cc2)oc1C (stereo not drawn) was read as MKP-3 inhibition -23% and Hsp70 displacement 4.1%.
Screening O=C(COc1ccc(Cl)cc1)NC1CCSC1=O (stereo not drawn) returned MKP-3 inhibition -8% and Hsp70 displacement 5.9%.
O=C(Nc1ccc(Cc2ccncc2)cc1)Nc1cc(F)c(F)cc1Cl was read as MKP-3 inhibition -1% and Hsp70 displacement 5.5%.
Screening O=C(COc1ccccc1)Nc1cccc2ccccc12 returned MKP-3 inhibition 0% and Hsp70 displacement -6.8%.
CC(C)C[C@H](N)c1nnc(S(=O)(=O)Cc2ccc(F)cc2)o1 was read as MKP-3 inhibition 2% and Hsp70 displacement 1.3%.
Cc1cc(N2CCN(Cc3ccc4c(c3)OCO4)CC2)n2ncnc2n1 was read as MKP-3 inhibition -6% and Hsp70 displacement 1.1%.
`COC(=O)Cn1ncc2c(C)n(Cc3ccccc3)c(C)c2c1=O` gave MKP-3 inhibition -3% and Hsp70 displacement 1.0%.
For COc1ccc(N=Nc2c(C)[nH]c3ccccc23)cc1 the results were MKP-3 inhibition 1% and Hsp70 displacement -1.0%.
O=C(c1ccc(N2CCN(C(=O)c3ccccc3F)CC2)cc1)c1cccc(F)c1 was read as MKP-3 inhibition 4% and Hsp70 displacement -2.9%.
COc1cc(OC)cc(-c2nnc(SCC(=O)N3CCCC3)o2)c1 was read as MKP-3 inhibition -3% and Hsp70 displacement -4.4%.
Screening CC1=NN(C(=O)OC(C)(C)C)C(O)(C(F)(F)F)C1 (stereo not drawn) returned MKP-3 inhibition -2% and Hsp70 displacement 0.8%.
For NC(=O)c1ccsc1NC(=O)COC(=O)C1CCCN1C(=O)c1cccs1 (stereo not drawn) the results were MKP-3 inhibition -7% and Hsp70 displacement -4.4%.
For CC(Oc1ccc(Cl)cc1Cl)C(=O)NC1CCSC1=O (stereo not drawn) the results were MKP-3 inhibition 4% and Hsp70 displacement 5.0%.
